High-throughput results from PubChem.
TDP1 cell CPT – DT40-hTDP1 cell growth loss with CPT; chicken DT40 Tdp1-/-;hTDP1 cells + 20 nM CPT, ATP luminescence, 48 h; 12% of 420,000 active; Potency, µM (series often up to 46.2 µM), for the others: top-dose activity change, negative = growth inhibition, usual class: inhibitors; further: nearly all actives have a fitted effect of over 55% in size
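Chicken DT40 Tdp1-/- cells complemented with human TDP1, 400 cells/well, exposed to compounds plus 20 nM camptothecin for at least 48 h at 37 C; viability read as ATP content by CellTiter-Glo luminescence.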
FEN1 inhibitor – blocks human flap endonuclease 1; P39748; Recombinant FEN1 flap cleavage, fluorescence, 15 min; Potency, µM (doses to about 114 µM), without a hit: at the top dose activity change, negative = inhibition, usual class: inhibitors; 0.35% of 390,000 active; AID 588795; further: nearly all actives have a fitted effect of over 65% in size
Target sequence (P39748 whole entry, looked up): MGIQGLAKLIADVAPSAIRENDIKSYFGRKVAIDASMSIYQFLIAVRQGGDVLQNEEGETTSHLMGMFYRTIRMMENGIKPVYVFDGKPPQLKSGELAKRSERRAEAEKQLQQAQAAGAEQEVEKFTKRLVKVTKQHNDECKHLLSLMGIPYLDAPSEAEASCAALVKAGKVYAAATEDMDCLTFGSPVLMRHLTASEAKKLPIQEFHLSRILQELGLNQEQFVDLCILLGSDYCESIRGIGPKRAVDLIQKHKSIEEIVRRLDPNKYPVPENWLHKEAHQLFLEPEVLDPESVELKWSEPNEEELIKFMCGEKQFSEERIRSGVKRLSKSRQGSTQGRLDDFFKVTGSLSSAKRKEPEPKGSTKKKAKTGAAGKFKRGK
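Concentration–response screening of FEN1 (10 nM): 15 min compound preincubation at room temperature, reaction started with 50 nM substrate and read at 0 and 15 min. Corrected, normalized data were fitted by a four-parameter Hill equation.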
N370S GC – inhibits or activates N370S mutant glucocerebrosidase. P04062. N370S GC spleen homogenate, 4MU-glucoside fluorescence. Potency, µM (titrated, usually from 59.4 µM), inactives show at the highest dose activity change, negative = inhibition, actives largely listed as inhibitors. 0.092% of 330,000 active. AID 2101;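 further: 0% = full enzyme activity and -100% = no enzyme basal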
The depositor's hits bear a star; ? = inconclusive; · = no result given; & = joins results of further samples; [ ] = remark or other dose. The call rests on the fitted dose curve; in most records, active means well fitted curve in the direction sought with a large enough effect; inconclusive means small, poorly fitted or top-dose-only effect, or another doubt; inactive means no such curve, though single readings can be large; an effect the other way counts as inactive or inconclusive. Unless noted, on the % scale 0 is the no-effect control and ±100 the full control effect; potency means the concentration at half of the fitted maximal effect.

SMILES,TDP1 cell CPT,FEN1 inhibitor,N370S GC
O=C(Nc1cc2c3c(c1)CC(=O)N3CCC2)c1ccccc1Br,7%,-14%,-4%
Cc1ccsc1C(=O)OC(C)C(=O)Nc1ccc(Cl)cn1 (stereo unspecified),?,-4%,·
O=C(Nc1ccc2c(c1)OCO2)c1cc2nc(C3CC3)cc(C(F)(F)F)n2n1,-9%,8%,-21%
Cc1ccc(-c2nnn(CC(=O)N(c3ccccc3F)C(CC(C)C)C(=O)NCC3CCCO3)n2)cc1 (stereo unspecified),-1%,-4%,?
CN1CCN(C(=O)C2=C[C@H](c3ccc4c(c3)OCO4)C[C@H](OCCCCO)O2)CC1,-20%,11%,·
Cc1cc(=O)[nH]c(Nc2ccc(C(=O)OC(C)C)cc2)n1,?,-5%,-2%
O=C(O)CCCN1C(=O)C2C3c4ccccc4C(c4ccccc43)[C@@H]2C1=O (stereo partly specified),37%[activator],-14%,-10%
CCOC(=O)CCCNC(=O)COC(=O)c1ccc(O)cc1,-9%,2%,-5%
O=C(Nc1ccc(F)cc1)c1sc(Cl)nc1-c1ccccc1,-17%,3%,-14%
COc1cc(C(=O)NCC(=O)N/N=C/c2cccc(OC(=O)c3ccco3)c2)cc(OC)c1OC,-3%,-4%,-2%
O=C(NC1CCS(=O)(=O)C1)c1ccc(Br)o1 (stereo unspecified),10%,-6%,-8%
COc1ccc(/C=C/C(=O)NC2CCCCCCC2)cc1S(=O)(=O)N1CCOCC1,21µM*,-3%,-4%
CCOc1ccc(NC(=O)CSc2ncc3c(n2)-c2ccccc2N(C)S3(=O)=O)cc1,0%,-4%,·
CC(=O)Nc1ccc(NC(=O)c2ccccc2F)cc1,?,-5%,5%
C=CCn1c(SCc2ccccc2)nnc1-c1cccnc1,-16%,-4%,2%
CCCn1c(SCC(=O)Nc2cccc(Cl)c2Cl)n[nH]c1=O,-4%,-3%,6%
Cc1cccc(C(=O)NNC(=O)c2c(O)c3ccccc3n(C)c2=O)c1,?,-7%,-11%
COc1ccc(NS(=O)(=O)c2cccc(C(=O)NNC(=O)CNC(=O)c3ccccc3Cl)c2)cc1,-5%,6%,·
COc1ccc(Cl)cc1NC(=O)CN(C)CC(=O)Nc1ccc2c(c1)OCO2,-29%,2%,0%
Cc1cccc(C)c1NC(=O)CSc1nnc(C2CCCCC2)o1,6%,-9%,-5%
CCOC(=O)c1cc(-c2ccc(F)cc2)n(CC(=O)NCc2ccccn2)c1C,-28%,-12%,-9%
O=c1[nH]c2ccccc2c2cn(-c3ccccc3)nc12,-3%,-5%,-8%
O=C(NC(Cc1c[nH]c2ccccc12)C(=O)O)c1ccco1 (stereo unspecified),11%,7%,-17%
COc1ccc(S(=O)(=O)N(C)c2ccc(C(=O)NCCC(C)C)cc2)cc1,?,13%,11%
Cc1cc(=O)n2[nH]c(-c3cccc(Cl)c3)cc2n1,18µM*,5%,-9%
Cc1cc(NC(=O)C(C)C)ncc1NC(=O)CCc1ccccc1,1%,3%,7%
O=C(Cn1cc[n+](CC(=O)c2ccccc2)c1)c1ccccc1,8.2µM*,-22%,-14%
CCCCOC(=O)n1c(=S)oc2cc(Cl)ccc21,8.2µM*,0%,-3%
CSc1ccc(/C=C2/C(=N)N3N=C(CC(=O)N4CCCC4)SC3=NC2=O)cc1,0%,-11%,-2%
O=C(NCC1CCCO1)C(=O)N/N=C\c1ccc2c(c1)OCO2 (stereo unspecified),-8%,-4%,7%
CC(C)CN(C(=O)COC(=O)CSc1ccc(Br)cc1)C1CCS(=O)(=O)C1 (stereo unspecified),-3%,-7%,-7%
O=C(NCC(c1ccco1)N1CCc2ccccc21)C(=O)Nc1ccccc1 (stereo unspecified),-35%,-19%,-3%
COc1cccc(-n2ccnc2SCC(=O)Nc2nccs2)c1,-19%,0%,-20%
CC(=O)N1CCc2ccc([N+](=O)[O-])cc21,-5%,-5%,·
CCCN1CCC(=O)N([C@H](CSc2ccc(C)cc2)CC(C)C)CC1,21µM*,20%,-9%
CCOC(=O)c1sc(NC(=O)CCN2C(=O)c3ccccc3C2=O)c(C(=O)OCC)c1C,?,-5%,1%
COc1ccccc1N(CC(O)Cn1c(C)nc2ccccc21)S(=O)(=O)c1ccccc1 (stereo unspecified),?,-9%,-1%
CN1CCN(C(=S)Nc2ccc([N+](=O)[O-])cc2)CC1,-18%,-2%,7%
COc1ccc(Cn2c(=O)c3cccnc3n(CC(=O)Nc3ccc(C)c(F)c3)c2=O)cc1,-17%,15%,·
O=[N+]([O-])c1cccc(COc2cccc(CO)c2)c1,-2%,-11%,·
CCOc1cc(S(=O)(=O)N2CCCCC2)ccc1F,-21%,-5%,6%
O=S(=O)(NCCC1=CCCCC1)c1ccccc1Cl,-20%,-20%,·
COc1ccc(Cn2nc(C(=O)O)c3ccccc3c2=O)cc1F,-10%,1%,-6%
O=C(CN1C(=O)NC(c2ccccc2)(c2ccccc2)C1=O)Nc1ccc2[nH]c(=O)[nH]c2c1,4%,-23%,-3%
CCOc1nc(C)cc(COC)c1C(N)=O,1%,1%,8%
CCOc1ccc(N(CC(=O)N2CCOCC2)S(=O)(=O)c2ccc(Cl)cc2)cc1,-19%,29%,-20%
COc1ccc(NC(=O)C2C3C=CC(C3)C2C(=O)NCc2ccccn2)c(OC)c1 (stereo unspecified),?,7%,3%
O=C(c1cc2c(s1)-c1ccccc1OC2)N1CCN(c2ccccc2)CC1,?,-9%&-20%,-4%
CCCOc1ccc(CCC(=O)N/N=C/c2ccc([N+](=O)[O-])o2)cc1,16µM*,-6%,-29%
O=C(O)C1C2CCC(C2)C1C(=O)NCCC1=CCCCC1 (stereo unspecified),-8%,9%,8%
COc1ccc(NC(=O)C(NC(=O)OC(C)(C)C)C(C)OCc2ccccc2)cc1 (stereo unspecified),-27%,6%,6%
OCc1nc2ccccc2n1/N=C/c1cccs1,-1%,10%,-5%
COc1cccc(/C=C2\CC(C)Cc3c2nc2ccccc2c3C(=O)O)c1OC (stereo unspecified),7%,9%,1%
COc1ccccc1C(=O)Nc1cc(C)c(OCC(=O)N2CCOCC2)c(C)c1,-24%,2%,-5%
CSCCC(NC(=O)/C(=C\c1ccco1)NC(=O)c1ccco1)C(=O)O (stereo unspecified),3%,-9%,3%
COc1ccccc1CNC(=O)COC(=O)C12CC3CC(CC(O)(C3)C1)C2,5%,-9%,·
C/C(=N\OC(=O)c1ccccc1F)c1nccs1,8%,8%,6%
CC[C@]12c3[nH]c4ccc(Cl)cc4c3CCN1C(=O)[C@@H](CC(=O)NCc1ccc(OC)c(OC)c1)C[C@@H]2C(=O)N1CCN(C(=O)C2CC2)CC1,?,15%,·
COc1ccc(NC(=O)Cn2cc(C(=O)c3ccco3)c3ccccc32)cc1,?,-1%,-9%
CC(C)(CO)CNC(=O)c1ccc(OC2CCN(C(=O)C3CC3)CC2)cc1,0%,1%,6%

Going on with the list:
SMILES,TDP1 cell CPT,FEN1 inhibitor,N370S GC
CC(=O)N1CCC[C@@]2(CCN(Cc3ccccc3)C2)C1,-3%,·,3%
Cc1csc2c(N3CCN(C(=O)NC(C)(C)C)CC3)ncnc12,15µM*,-9%,-12%
Cc1ccc(-n2ncc3c(=O)[nH]c(SCC(=O)N4CCC(C)CC4)nc32)cc1C,15%,21%,1%
O=C(O)CC(NC(=O)C(c1ccccc1)c1ccccc1)c1cccc([N+](=O)[O-])c1 (stereo unspecified),7%,-7%,-10%
Cc1ccc(C)c(N2CCN(C(=O)c3ccc4nsnc4c3)CC2)c1,12µM*,4%,2%
CC1CCC(NC(=O)COC(=O)c2cccnc2Cl)CC1 (stereo unspecified),0%,0%,·
O=C(COC(=O)C1(c2ccccc2F)CCCC1)Nc1ncc(C(F)(F)F)cc1Cl,1%,-2%,1%
CCCC(=O)Nc1ccccc1NC(=O)c1ccc(OCC)c(OCC)c1,13%,0%,-25%
CC(OC(=O)c1c2c(nc3ccccc13)/C(=C\c1ccc3c(c1)OCO3)CCC2)C(=O)Nc1ccc(S(N)(=O)=O)cc1 (stereo unspecified),?,11%,3%
CN(C(=O)CSc1nnc2[nH]c(=O)cc(-c3ccccc3)n12)c1ccccc1,7%,17%,·
O=C(Nc1cccc(S(=O)(=O)N2CCCCC2)c1)C1CC(=O)N(c2ccc3c(c2)OCCO3)C1 (stereo unspecified),?,4%,-4%
C#CCOCCOCCOCCNc1nc(N2CCN(C(=O)C(Cc3cc4ccccc4[nH]3)n3cc(C(N)Cc4ccc(O)cc4)nn3)CC2)nc(N2CCN(C(=O)C(CCC(=O)O)n3cc(C(N)C(C)CC)nn3)CC2)n1 (stereo unspecified),-7%,-2%,?
O=C1CSC(c2ccc(Cl)cc2)N1C1CCCCC1 (stereo unspecified),-6%,-5%,7%
COc1ccc(CNS(=O)(=O)c2ccc3c(c2)CCN3C(=O)C2CCC2)cc1,?,-1%,-1%
Cc1nnsc1C(=O)NNC(=O)c1cccc2ccccc12,-7%,2%,-1%
CSc1nc(N)nc(C2CC2)n1,14%,9%,3%
O=S(=O)(Nc1ccc(-c2ccc3nncn3n2)cc1)c1cc(F)ccc1F,?,-1%,-11%
Cc1ccc(C(=O)NCc2ccc3c(c2)OCO3)cc1,-2%,-1%,2%
CC(C)[C@H](NC(=O)C1CCN(S(=O)(=O)c2ccccc2)CC1)C(=O)NCc1ccncc1,-4%,3%,2%
COC(=O)Cc1ccc(NC(=S)NN2CCOCC2)cc1,7%,-4%,0%
CC(C)c1ccccc1NC(=O)COC(=O)/C=C/c1cccc([N+](=O)[O-])c1,?,12%,-2%
CN1CCN(/N=C/c2ccc(OCc3ccccc3)cc2)CC1,?,-10%,7%
COc1ccc(Oc2ncc3nc(-c4ccccc4)c(=O)n(CCC#N)c3n2)cc1,18%,·,2%
O=C(N/N=C/C=C/c1ccccc1[N+](=O)[O-])c1cc(-c2cccnc2)nc2ccccc12,?,8%,-7%
CCOC(=O)C1CCCN(C(=O)CCCn2nc(C)n3c(cc4sccc43)c2=O)C1 (stereo unspecified),-6%,-8%,-4%
O=C(COc1ccccc1F)Nc1ccc2nc(SCc3ccccc3)sc2c1,-26%,-8%,·
COc1ccc(CCC(=O)NNC(=O)c2ccc(OC)cc2)cc1,-24%,-5%,3%
COc1ccc(-c2[nH]ncc2CN(C)CC2CCCCO2)cc1F (stereo unspecified),6%,18%,1%
CCCn1nc(C(=O)N2CCN(S(=O)(=O)c3ccc(C)c(C)c3)CC2)c2ccccc2c1=O,?,-12%,·
COc1cc(NC(=O)c2cc3nc(C4CC4)cc(C(F)(F)F)n3n2)c(OC)cc1Cl,?,-5%,6%

Structural class, the entries above with two or more sulfur atoms
SMILES,TDP1 cell CPT,FEN1 inhibitor,N370S GC
CCOc1ccc(NC(=O)CSc2ncc3c(n2)-c2ccccc2N(C)S3(=O)=O)cc1,0%,-4%,·
CSc1ccc(/C=C2/C(=N)N3N=C(CC(=O)N4CCCC4)SC3=NC2=O)cc1,0%,-11%,-2%
CC(C)CN(C(=O)COC(=O)CSc1ccc(Br)cc1)C1CCS(=O)(=O)C1 (stereo unspecified),-3%,-7%,-7%
COc1cccc(-n2ccnc2SCC(=O)Nc2nccs2)c1,-19%,0%,-20%
O=C(COc1ccccc1F)Nc1ccc2nc(SCc3ccccc3)sc2c1,-26%,-8%,·

The list continues.
SMILES,TDP1 cell CPT,FEN1 inhibitor,N370S GC
Cc1onc(-c2ccccc2)c1C(=O)N/N=C/C=C/c1ccccc1,?,11%,-8%
CN(C(=O)COC(=O)c1cc(=O)[nH]c2ccccc12)c1ccccc1,-15%,1%,·
CC(NC(=O)CCC(=O)NC(C)C1COc2ccccc2O1)C1COc2ccccc2O1 (stereo unspecified),?,6%,-2%
O=c1[nH]c(/C(Cl)=C/c2cccc(C(F)(F)F)c2)nc2cc(Cl)ccc12,?,7%,1%
CCCSc1nc(=S)n(Cc2ccccc2)c(C)c1C(C)=O,-20%,16%,-11%
COCCNc1cc(-c2ccccc2)nc2cc(-c3cccc(F)c3)nn12,?,-19%,?
O=[N+]([O-])c1ccccc1S(=O)(=O)Oc1ccc(/C=N/n2cnnc2)cc1,-5%,-6%,-3%
CC(=O)c1ccc(N=C2SCCCN2C(=O)C2CCCC2)cc1,-3%,2%,6%
COCCn1c(=O)cnc2cnc(Nc3cccc(OC)c3)nc21,9.2µM*,·,-6%
CCCCC[C@H](O)C=C[C@H]1[C@H](O)CC(=O)[C@H]1CCCCCCC(=O)O,?,·,-8%
Cc1cc(NC(=O)CCC(=O)N(c2ccc(F)cc2)C2(C(=O)NC3CCCCC3)CCCC2)no1,-19%,11%,3%

An excerpt (hit frequency here may not be typical).
